# Source: PubChem (National Center for Advancing Translational Sciences (NCATS))
# Abeta rescue: A-beta toxicity reversal in yeast; yeast expressing A-beta42, growth rescue, OD600, 48 h; response scale: 0% DMSO, 100% iron-clioquinol control; Potency, µM (series often up to 46.1 µM), for the others: at the top dose growth rescue, most hits filed as activators; 410,000 tested, 0.063% active; further: potency means the concentration at half of the fitted maximal effect; nearly all actives have a fitted effect of over 55% in size
#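 Yeast growth medium received pinned compounds, then yeast cells expressing toxic A-beta were added; plates incubated at 30 C for 48 hr. Growth read as absorbance at 600 nm, normalized to DMSO and equimolar FeCl3 plus clioquinol controls.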
# IL-2 act: activators of IL-2; AID 652025; IL-2 activation reporter assay, cell-based qHTS; stimulated with anti-CD3/CD4/CD28 beads; in transgenic mouse T cells; 360,000 tested, 0.065% active; activation, % (series mostly up to about 46 µM); in the data active means activation above about 50%; inconclusive means mostly about 30% to 49%; further: 0% is about no effect
#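 Readout: EGFP and DsRed signals by fluorescent plate cytometry. Unstimulated transgenic mouse T cells received compound 60 min before antibody-bead stimulation, then incubated 18 h at 37 degrees C.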
# PLK1 PBD block: inhibitors of human PLK1 polo-box domain binding. 360,000 tested, 2.8% active. AID 720504. Plk1 PBD binding of FITC phosphopeptide, fluorescence polarization. Potency, µM, inactives show max response, negative = inhibition, hits mostly inhibitors. P53350; further: potency means the concentration at half of the fitted maximal effect; series mostly up to about 57 µM; on the % scale 0 is the no-effect control and ±100 the full control effect; nearly all actives have a fitted effect of over 65% in size
# Target sequence (P53350 whole entry, looked up, the tested form may be a part): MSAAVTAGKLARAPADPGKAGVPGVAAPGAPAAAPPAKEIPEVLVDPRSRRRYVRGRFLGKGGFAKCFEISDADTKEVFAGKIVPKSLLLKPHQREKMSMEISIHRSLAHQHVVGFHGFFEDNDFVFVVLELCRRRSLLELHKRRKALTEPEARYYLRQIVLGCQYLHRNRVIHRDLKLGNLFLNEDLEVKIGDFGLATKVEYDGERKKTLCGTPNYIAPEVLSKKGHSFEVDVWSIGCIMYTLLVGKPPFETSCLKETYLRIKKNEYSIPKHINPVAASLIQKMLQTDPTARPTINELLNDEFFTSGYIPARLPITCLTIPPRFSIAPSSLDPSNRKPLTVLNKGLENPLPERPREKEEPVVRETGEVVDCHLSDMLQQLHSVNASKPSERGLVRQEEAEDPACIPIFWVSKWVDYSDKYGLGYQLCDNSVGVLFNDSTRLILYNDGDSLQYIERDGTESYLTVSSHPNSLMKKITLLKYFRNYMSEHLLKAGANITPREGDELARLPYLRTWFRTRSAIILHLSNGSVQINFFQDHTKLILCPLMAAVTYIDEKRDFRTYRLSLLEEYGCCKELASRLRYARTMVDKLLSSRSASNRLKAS
# WRN inhibitor: blocks human WRN helicase; Q14191; WRN helicase unwinding, fluorescent forked duplex, kinetic; Potency, µM (doses to about 114 µM), for the others: at the highest dose activity change, negative = inhibition, actives largely listed as inhibitors; 360,000 tested, 0.46% active; further: potency means the concentration at half of the fitted maximal effect; on the % scale 0 is the no-effect control and ±100 the full control effect; nearly all actives have a fitted effect of over 55% in size
#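 Kinetic fluorescence helicase assay: unwinding of a quenched forked DNA duplex (100 nM final) with 2 mM ATP final raises red fluorescence (525/598 nm). Compounds sat 15 min at room temperature with 20 nM WRN beforehand.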
# EPAC1 ag: EPAC1 (human) agonism; 360,000 tested, 0.073% active; EPAC1 agonist qHTS, biochemical assay; response scale: 100% = response to 6.5 mM cAMP; Potency, µM (highest dose often 154 µM), inactives show top-dose activation, most hits filed as activators; further: potency means the concentration at half of the fitted maximal effect; nearly all actives have a fitted effect of over 60% in size
#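 Normalized to 6.5 mM cAMP, activity reflects EPAC1-catalysed release of BODIPY-GDP from Rap1B, followed kinetically over 30 min at 480 nm excitation, 540 nm emission. Reaction contained 100 nM EPAC1, 250 nM Rap1B-BODIPY-GDP, 50 uM GDP.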
# PI5P4Ka inh: inhibitors of human PI5P4K alpha | AID 652105 | 330,000 tested, 1.2% active | PI5P4Kalpha enzyme, ADP-Glo luminescence, 60 min; hits give low values | max response, % | P48426; active means max response of -50% or lower; inconclusive means between -30% and -50%; inactive means -30% or higher; further: value at the top dose of about 77 µM; on the % scale 0 is the no-effect control and ±100 the full control effect
# Target sequence (P48426 whole entry, looked up): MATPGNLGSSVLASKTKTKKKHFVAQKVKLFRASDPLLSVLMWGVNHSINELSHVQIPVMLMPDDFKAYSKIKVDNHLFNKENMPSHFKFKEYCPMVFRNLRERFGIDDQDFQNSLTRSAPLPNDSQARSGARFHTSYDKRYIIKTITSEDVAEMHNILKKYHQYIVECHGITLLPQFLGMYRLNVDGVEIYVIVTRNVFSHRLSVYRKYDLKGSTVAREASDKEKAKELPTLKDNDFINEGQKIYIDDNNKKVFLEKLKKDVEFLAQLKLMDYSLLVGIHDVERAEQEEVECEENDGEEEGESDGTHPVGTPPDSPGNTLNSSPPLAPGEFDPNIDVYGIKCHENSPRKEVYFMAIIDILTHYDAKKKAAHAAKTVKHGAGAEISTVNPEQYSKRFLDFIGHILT
#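 PI5P4Kalpha ADP-Glo assay; 5 microM ATP final; 60 min RT reaction; HEPES pH 7.4/EGTA/CHAPS, 5% DMSO; controls lacking substrate or enzyme; luminescent end-point.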
# FUS suppressor: rescues growth of FUS-expressing yeast; 390,000 tested, 0.24% active; Potency, µM (highest dose often 76.6 µM), for the others: at the highest dose growth rescue (activation), actives largely listed as activators; S. cerevisiae FUS-expressing, growth rescue, OD600, 24 h; AID 1347120;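 further: potency means the concentration at half of the fitted maximal effect; plate controls were DMSO vehicle for no effect and reference control for full effect; nearly all actives have a fitted effect of over 55% in size; some results filed as inactive show a strong effect at the top dose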
#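 Toxicity suppression screen in FUS-yeast. Cells induced with 2% galactose, starting OD 0.005, treated 24hr at 30C with compounds at multiple final concentrations; growth by OD600.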
# EPAC1 antagonist: antagonists of human EPAC1 | O95398 | EPAC1 GEF assay, Rap1b-BODIPY-GDP exchange fluorescence | Potency, µM (highest dose often 115 µM), for the others: top-dose activity change, negative = inhibition, most hits filed as inhibitors | 360,000 tested, 0.14% active | AID 720709;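 further: potency means the concentration at half of the fitted maximal effect; plate controls were vehicle for no effect and positive control for full effect; nearly all actives have a fitted effect of over 50% in size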
# * = called active by the depositor; ? = inconclusive; nt = not tested or not shown; & = joins results of further samples; [ ] = dose if it differs, or a comment. Unless noted, the call rests on the fitted dose curve; in most records, active means well fitted curve in the direction sought with a large enough effect; inconclusive means small, poorly fitted or top-dose-only effect, or another doubt; inactive means no such curve, though single readings can be large; an effect the other way counts as inactive or inconclusive.
# The opening two entries (preview)
SMILES,Abeta rescue,IL-2 act,PLK1 PBD block,WRN inhibitor,EPAC1 ag,PI5P4Ka inh,FUS suppressor,EPAC1 antagonist
N/C(=N\OC(=O)Oc1ccccc1)c1cccc([N+](=O)[O-])c1,-5%,-1.0,5%,5%,-5%,3,nt,-19%
COc1ccc(C(CNC(=O)c2ccc(S(=O)(=O)Nc3ccc(F)cc3)cc2)N(C)C)cc1 (stereo unspecified),-1%,-1.2,0%,-14%,-4%,-2,5%,-8%

# The whole of this part, from the first entry:
SMILES,Abeta rescue,IL-2 act,PLK1 PBD block,WRN inhibitor,EPAC1 ag,PI5P4Ka inh,FUS suppressor,EPAC1 antagonist
N/C(=N\OC(=O)Oc1ccccc1)c1cccc([N+](=O)[O-])c1,-5%,-1.0,5%,5%,-5%,3,nt,-19%
COc1ccc(C(CNC(=O)c2ccc(S(=O)(=O)Nc3ccc(F)cc3)cc2)N(C)C)cc1 (stereo unspecified),-1%,-1.2,0%,-14%,-4%,-2,5%,-8%
O=C(NCC(=O)N(c1ccc(Cl)cc1)C(C(=O)NC1CCCC1)c1cccnc1)c1ccco1 (stereo unspecified),10%,0.9,-15%,14%,1%,-5,6%,8%
COC(=O)C(NC(=O)c1ccccc1)=C(C)C,-23%,-1.6,3.4µM*,11%,-12%,?,-10%,-4%
COC(=O)c1[nH]c2cccc(Cl)c2c1NC(=O)CN(C)C1CCCCC1,-5%,1.7,-2%,-13%,0%,5,-11%,9%
CCOC(=O)Cc1csc(NC(=O)COc2ccc(C)c(C)c2)n1,?,-2.4,-7%,-2%,-11%,3,6%,-6%
Cc1ccc(NC(=O)Cc2noc3ccccc23)c(C)c1,-16%,-4.6,-5%,-1%,5%,-5,15%,-5%
Nc1nc(-c2ccccc2)nn1C(=O)Cc1ccccc1,-9%,0.5,-14%,-11%,12%,3,13%,-8%
O=C(C1CCC1)N1CCc2cc(S(=O)(=O)NCCN3CCN(c4ccccc4F)CC3)ccc21,1%,0.4,-6%,10%,5%,-2,21%,-18%
CC(=O)c1ccc(NC(=O)CSC(C)C)cc1,-29%,6.1,-9%,1%,-10%,nt,43%,-15%
COc1ccc(NC(=O)COC(=O)c2ccncc2)c(OC)c1,5%,-2.5,-16%,3%,2%,2,18%,-27%
CC(=O)c1ccc(NC(=O)Nc2ccc3c(c2)nc(C)n3C)cc1,2%,-2.0,-8%,-16%,-1%,3,4%,-2%
O=C(NCc1ccc(F)cc1)N1[C@H]2CC[C@@H]1C=C(c1ccc(F)cc1OCc1ccccc1)C2,3%,-2.5,-12%,-1%,3%,0,-26%,-10%
CCn1c(CNc2ccc(C)cc2C)nnc1SCC(=O)N1CCCc2ccccc21,20%,-2.0,-1%,1%,-3%,nt,42%,-2%
Cc1ccc(C)c(NC(=O)COC(=O)c2ccc(S(=O)(=O)N3CCCC3)cc2)c1,-6%,0.3,-18%,9%,2%,3,-42%,0%

# Exported with values under each structure: part of the list above
# Under each structure – Abeta rescue, IL-2 act, PLK1 PBD block, WRN inhibitor, EPAC1 ag, PI5P4Ka inh, FUS suppressor, EPAC1 antagonist
> COC(=O)c1[nH]c2cccc(Cl)c2c1NC(=O)CN(C)C1CCCCC1
→ -5%, 1.7, -2%, -13%, 0%, 5, -11%, 9%
> COc1ccc(NC(=O)COC(=O)c2ccncc2)c(OC)c1
→ 5%, -2.5, -16%, 3%, 2%, 2, 18%, -27%
> CCOC(=O)Cc1csc(NC(=O)COc2ccc(C)c(C)c2)n1
→ ?, -2.4, -7%, -2%, -11%, 3, 6%, -6%
> Cc1ccc(NC(=O)Cc2noc3ccccc23)c(C)c1
→ -16%, -4.6, -5%, -1%, 5%, -5, 15%, -5%

# More compounds:
SMILES,Abeta rescue,IL-2 act,PLK1 PBD block,WRN inhibitor,EPAC1 ag,PI5P4Ka inh,FUS suppressor,EPAC1 antagonist
COc1cc(CC(=O)Nc2ccc(S(=O)(=O)NC3=NCCCCC3)cc2)cc(OC)c1OC,nt,1.0,0%,1%,3%,-4,15%,-17%
Cn1c2ccccc2n2c(=O)c(=O)n(CC(=O)c3ccc(F)cc3)nc12,-5%,-1.7,-7%,-3%,6%,nt,6%,16%
CCCOC(=O)c1[nH]c2c(c1C)C(=O)CC(c1cc(OC)c(OC)c(OC)c1)C2 (stereo unspecified),-20%,-4.4,-10%,-2%,-4%,-6,1%,-10%
COc1ccc(CNC(=O)C(C)n2nc(C)c3c(C)n(-c4ccccc4)nc3c2=O)c(OC)c1 (stereo unspecified),-9%&-13%,-1.6,27µM*,7%,-13%,-28,-2%&22%,4%
COc1ccc(Cn2cc(Cn3c4ccccc4c(=O)n3C(C)C)nn2)cc1,-17%,0.7,-15%,7%,2%,-5,-19%,-4%
COc1ccc2cc(CN(C(=O)Nc3ccccc3OC)C3CCCC3)c(=O)[nH]c2c1,11%,-1.0,0%,-16%,13%,4,43%,9%
O=S(=O)(c1ccc(S(=O)(=O)N2CCCC3(CCCCC3)C2)cc1)N1CCCCC1,1%,1.5,0%,28%,5%,nt,-11%,2%
N#Cc1cn(CCOc2ccccc2F)c2ccccc12,?,-2.0,1%,0%,3%,25,10%,-3%
NC(=O)c1cc(C(N)=O)nc(Cl)n1,1%,1.8,2%,9%,-1%,-8,0%,-5%
COc1ccc(N(CC(=O)N2CCCCCC2)S(=O)(=O)c2ccccc2[N+](=O)[O-])c(OC)c1,2%,-0.4,-5%,-8%,8%,1,24%,-17%
Cn1ncc(Cl)c1C(=O)N/N=C/c1ccccn1,?,-1.5,-3%,-3%,-3%,-6,nt,7%
CC(=O)NC1=NN(C(C)=O)C(C)(c2ccc(C)cc2)S1 (stereo unspecified),0%,-0.5,-4%,0%,-5%,3,-1%,11%
CC(=O)OCC=C1CCC2C3CCC4=CC(=O)CCC4(C)C3C(O)CC12C (stereo unspecified),-13%,-1.1,-13%,-6%,-4%,6,11%,-25%
O=c1nc(N/N=C/C=C/c2ccccc2)cn[nH]1,-17%,-1.0,-4%,-6%,5%,-8,1%,7%
Cc1ccc(-c2cc(C(=O)N3CCN(c4ccccc4O)CC3)c3ccccc3n2)o1,-11%,-0.5,-4%,-4%,0%,-3,?,-28%
COc1ccc(/C(C)=N/N2C(C)CCCC2C)c(OC)c1 (stereo unspecified),4%,-2.0,2%,-3%,-8%,2,6%,-5%
Cc1ccc2[nH]c(=O)c(CN(CC3CCCO3)C(=S)NCc3ccco3)cc2c1 (stereo unspecified),3%,-1.9,0%,-19%,3%,5,nt,-25%
O=C(N/C(=C/c1cccc([N+](=O)[O-])c1)C(=O)N1CCOCC1)c1ccc(Br)cc1,-9%,0.8,-3%,-16%,-9%,8,11%,-18%
Cn1c(CO)cnc1SCc1c(Cl)cccc1Cl,7%,-3.0,1%,1%,2%,nt,20%,7%
CCOc1ccc(C(=O)C[n+]2ccc(C(=O)NCc3ccccc3)cc2)cc1,-8%,0.8,-12%,-3%,6%,-5,28%,-7%
CCOC(=O)C(C(C)=O)c1nc(C)nc2c1nnn2Cc1ccccc1Cl (stereo unspecified),13%,-0.7,-2%,-10%,-6%,1,2%,-23%
O=Cc1cccn1-c1ncc(Br)cn1,16%,-0.1,-10%,0%,1%,3,8%,-26%
Cc1ccc(NC(=O)c2oc3ccccc3c2C)nc1,-15%,-3.8,-2%,0%,11%,4,0%,-9%
Cc1c(NC(=O)C2CC=CCC2C(=O)O)c(=O)n(-c2ccccc2)n1C (stereo unspecified),-7%,0.0,-18%,-6%[11.6 µM],14%,-1,9%,-10%
CCc1cccc(NC(=O)CSc2nc(C)cs2)c1,-7%,-1.6,0%,10%,-10%,-16,-23%,-4%
COc1ccc(-c2nc3c(-c4ccccc4)cnn3cc2C)cc1F,-8%,-2.8,-4%,-1%,2%,-2,1%,3%
CC(C)c1ccc(-n2nnnc2SCC(=O)NC2CC2)cc1,-9%,0.2,2%,1%,-12%,-6,-11%,-10%
CCN(CC)S(=O)(=O)c1ccc(NC(=O)COc2cccc(-n3cnnn3)c2)cc1,1%,-0.3,1%,1%,5%,-14,40%,10%
Cc1ccc(NC2(C(F)(F)F)N=C(c3ccccc3)NC2=O)nc1 (stereo unspecified),-1%,3.0,4%,-5%,-19%,-1,4%,0%
COc1cc(S(=O)(=O)N(Cc2ccccc2)Cc2ccccn2)ccc1-n1cnnn1,14%,-0.9,-4%,1%,2%,nt,4%,3%
CCOC(=O)c1[nH]c2ccccc2c1NC(=O)NC(C)C,13%,-4.2,-6%,1%,-2%,2,11%,-6%
CCC(=O)N1CCc2cc(S(=O)(=O)CCC(=O)NCCc3ccc(OC)c(OC)c3)ccc21,4%,-0.7,-8%,4%,1%,0,11%,3%
O=C(OCCOc1cccc(Cl)c1)c1ccc2ncsc2c1,28%,-0.5,-4%,-9%,3%,9,19%,-16%
COc1ccccc1CCNC(=O)C(=O)Nc1cc2c3c(c1)C(C)C(=O)N3CCC2 (stereo unspecified),-21%,-1.2,0%,-6%,1%,5,27%,-9%
CCN(CC)c1ccc(S(=O)(=O)N2CCOCC2)cc1NC(=O)Cn1nc(C)c([N+](=O)[O-])c1C,-11%,0.2,-10%,-9%,5%,2,35%,?
O=C(CNS(=O)(=O)c1cccc(Br)c1)NCCCc1ccccc1,-1%,-2.3,?,-5%,-1%,-6,17%,0%
Cc1ccc(C2C(N)C(=O)N2c2ccc(C)cc2)cc1 (stereo unspecified),16%,-0.2,1%,-5%,-9%,15,5%,-4%
CC1(C)NC(=O)N(CC(O)CN(c2cccc([N+](=O)[O-])c2)S(=O)(=O)c2ccccc2)C1=O (stereo unspecified),-6%,-2.2,-11%,6%,7%,-2,1%,1%
C#CCN(C[C@H]1[C@H](OC(=O)NCCCCCC)[C@H](OC(=O)NCCCCCC)C[C@@H](C(=O)OC)[C@H]1C(=O)OC)S(=O)(=O)c1ccc(C)cc1,-1%,-0.8,-11%,6%,-14%,-3,26%,-12%
Cn1ncc(N=Cc2ccccc2O)c1C(=O)Nc1ccccc1,-2%[9.22 µM],-1.4,0%,-11%,-5%,-7,-41%,2%
Cc1cc(O)cc(=O)n1Cc1ccccc1,10%,0.4,5%,4%,3%,-1,-15%,-16%
CC(C)Cn1c2nc3ccccc3nc2c2c(=O)n(CCN3CCOCC3)cnc21,9%,-0.9,-9%,-28%[57.1 µM],-3%,4,-17%,4%
CCCCNC(=O)C1CCCN(S(=O)(=O)c2c(C)noc2/C=C/c2cccs2)C1 (stereo unspecified),4%,-0.7,4%,-6%,-3%,4,-2%,-13%
CCOC(=O)CCCNC(=O)CCNC(=O)c1ccc(OC(C)C)cc1,17%,-1.8,-2%,4%,-4%,nt,-1%,13%
CCOC(=O)C(C)/C(C)=N/NC(N)=S (stereo unspecified),12%,0.9,?,-4%,8%,-8,nt,5%
